# PMK inhibit: S. pneumoniae PMK inhibition | AID 539 | inhibition, % at 10 µM | 65,000 tested, 0.49% active | purified PMK, PK/LDH-coupled NADH absorbance 340 nm;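 active = top-ranked compounds by inhibition in the single 10 µM screen, taking a fixed number of the strongest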;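 also: 0% = full reaction with DMSO carrier and 100% = background rate without enzyme reaction; no value below 0 was filed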
# Bfl-1 inhibitors: Bfl-1 inhibitors, primary screen, biochemical, fluorescence polarization, FITC-Bid, mouse (AID 432); FITC-Bid BH3 peptide fluorescence polarization displacement; higher % means a stronger effect; one-dose displacement, % at 20 µM; IC50 in µM for titrated hits; 64,000 tested, 0.02% active; in the data active = a potency from the dose series; inactive = the rest, 99 in 100 with displacement below about 15%; also: strong numbers were not always called active
# HPDE-C7 cytotoxicity: HPDE-C7 pancreatic duct cell viability loss – fluorescence, HTS (AID 430). HPDE-C7 pancreatic duct cells viability, fluorescence; higher % means a stronger effect. one-dose cytotoxicity, % at 10 µM; EC50 in µM for titrated hits. 63,000 tested, 1.8% active;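 also: cells exposed to compound for 48 hours before viability readout; 0% = vehicle and 100% = reference cytotoxic drug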
# TNAP inhibition: inhibition of tissue-nonspecific alkaline phosphatase – biochemical, luminescent (AID 518) | one-dose inhibition, % at 20 µM; IC50 in µM for titrated hits | 64,000 tested, 0.09% active | purified TNAP enzyme, luminescent substrate readout; higher % means a stronger effect; in the data active = a potency from the dose series; inactive = the rest, 99 in 100 with inhibition below about 22%;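 also: plate controls were vehicle for no effect and reference inhibitor for full effect; many of its hits are not listed in these tables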
# KRASV12 cytotoxicity: cytotoxicity in KRAS-transformed pancreatic duct cells, primary screen, cell-based, fluorescence, HTS (AID 431); HPDE-C7K KRASV12 cells, Alamar Blue viability, 48 h; higher % means a stronger effect; cytotoxicity, % at 10 µM; hits with a dose series show EC50 in µM; 63,000 tested, 1.7% active;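 active = compounds whose percent cytotoxicity in the single-dose primary screen, scaled between solvent and toxic-drug controls, exceeds 50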;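 also: 0% = DMSO solvent wells and 100% = doxorubicin-treated wells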
# Spn MK inh: inhibitors of Streptococcus pneumoniae mevalonate kinase. purified MK, PK/LDH-coupled NADH absorbance 340 nm. inhibition, % at 10 µM. 65,000 tested, 0.48% active. AID 555;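 active = ranked among the strongest by inhibition in the single 10 µM screen, a fixed top-ranked set picked for dose follow-up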; also: no value below 0 was filed
# LYP inhibition: inhibition of human PTPN22 tyrosine phosphatase – biochemical, DiFMUP fluorescence, recombinant catalytic domain, 10 µM, primary screen (AID 606); one-dose inhibition, % at 10 µM; IC50 in µM for titrated hits; 52,000 tested, under 10 active; recombinant LYP catalytic domain, DiFMUP fluorescence; higher % means a stronger effect;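 active = IC50 under 40 µM in the dose-response test; inactive = IC50 of 40 µM or more, or never dose-tested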
# HT1080 cytotoxicity: cytotoxicity in HT1080 fibrosarcoma cells, cell-based, fluorescence readout (AID 620). HT1080 viability, fluorescence; higher % means a stronger effect. cytotoxicity, % at 10 µM, or EC50 in µM where a hit was titrated. 87,000 tested, 0.42% active;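 also: cells exposed to compound overnight then 4 h with Alamar Blue; 0% = vehicle DMSO and 100% = killing control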
# DPM-DC inhibit: inhibitors of Streptococcus pneumoniae diphosphomevalonate decarboxylase; 65,000 tested, 0.49% active; AID 556; calls only at 10 µM; purified DPM-DC, PK/LDH coupled NADH fluorescence;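 active = the 320 compounds with the highest percent inhibition in the single-dose primary screen, excluding strongly autofluorescent ones, cut at about 32% in these data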;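 also: kinetic rate of NADH fluorescence loss reporting ADP formed by the decarboxylase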
# PMK inhibit pilot replicates: recorded beside PMK inhibit, whose call it bears; inhibition, %; measured here: pilot screen replicates
# Spn MK inh pilot replicates: recorded beside Spn MK inh, whose call it bears; inhibition, %; measured here: pilot screen replicates
# DPM-DC inhibit pilot screen %: recorded beside DPM-DC inhibit, whose call it bears; inhibition, %; measured here: pilot screen trials
# The depositor's hits bear a star; i = inactive; / = no result given. Rule as the data show it, unless noted: active = cytotoxicity above about 50%; inactive = the rest. This is a random part of the collection. About 3.4% of those tested had a hit in this group.
SMILES,PMK inhibit,PMK inhibit pilot replicates,Bfl-1 inhibitors,HPDE-C7 cytotoxicity,TNAP inhibition,KRASV12 cytotoxicity,Spn MK inh,Spn MK inh pilot replicates,LYP inhibition,HT1080 cytotoxicity,DPM-DC inhibit,DPM-DC inhibit pilot screen %
COc1ccc(C(O)CNc2ccc(C)cc2)cc1 (stereo not given),1,/,-2%,-2%,14%,-5%,6,/,-1%,-7%,i,/
CC(C)(C)N1C(=O)c2ccc(C(=O)NCc3ccco3)cc2C1=O,0,/,-3%,2%,10%,2%,9,/,/,0%,i,/
COc1cccc(NC(=O)CSc2nnc(C)s2)c1,5,/,0%,-2%,4%,0%,13,/,6%,-2%,i,/
CCCSc1nnc2n(C)c(=O)c3c4c(sc3n12)CCC4,6,/,-4%,4%,9%,-30%,5,/,-2%,-15%,i,/
Cc1cc(C)c(C)c(S(=O)(=O)Nc2ccc(O)cc2)c1C,3,4.5,-2%,20%,4%,29%,4,0.0,6%,24%,i,0.0
CCOC(=O)c1c(OCC)[nH]c2c1cc(O)c1ccccc12,0,/,10%,16%,7%,13%,7,/,8%,2%,i,/
OCCn1c(CSc2nnc(-c3ccco3)n2-c2ccccc2)nc2ccc(Cl)cc21,16,4.0,0%,-5%,14%,4%,0,0.0,5%,13%,i,6.0
Cc1cc(S(=O)(=O)NCCN(C)C)c(C)s1,13,/,-5%,-2%,3%,-8%,7,/,14%,-2%,i,/
C=CCNC(=O)c1cccc(Br)c1,0,0.0,-2%,-29%,19%,-4%,3,1.5,-3%,3%,i,0.0
CC(C)(Oc1ccc(Cl)cc1)C(=O)NCCCn1ccnc1,7,/,-11%,-38%,15%,-30%,5,/,-4%,-6%,i,/
Cc1cc(NO)nc(-c2ccc(Br)cc2)n1,1,/,-4%,26%,9%,32%,0,/,-2%,0%,i,/
COC(=O)Cc1c(C)c2cc(Cl)c(OC(=O)c3ccco3)cc2oc1=O,2,/,-1%,-25%,8%,-36%,12,/,8%,-7%,/,/
CC(=O)c1ccc(NC(=O)CCC(=O)OCC(F)(F)C(F)F)cc1,2,/,2%,-8%,9%,-11%,6,/,-7%,-1%,i,/
Cc1ccnc(NS(=O)(=O)c2ccc(NS(=O)(=O)c3cccs3)cc2)n1,19,/,-13%,6%,-2%,1%,2,/,/,-5%,i,/
CC(=O)C(C(C)=O)C(NC(=O)c1cccnc1)(C(F)(F)F)C(F)(F)F,13,/,-7%,49%,9%,28%,2,/,10%,7%,i,/
O=C(Cc1ccccc1)Nc1ccc(NC(=O)C2CC2)nc1,14,/,4%,30%,15%,30%,0,/,18%,5%,i,/
Cc1nn(C)c(C)c1S(=O)(=O)N(CC(=O)NCCN1CCOCC1)c1ccc(C(C)C)cc1,7,/,-2%,0%,-5%,-7%,0,/,4%,-3%,i,/
CSCCC1C(C#N)=C(N)Oc2n[nH]c(-c3cccs3)c21 (stereo not given),0,/,1%,6%,6%,6%,0,/,-6%,1%,i,/
c1ccc2c(c1)Cc1cc(CN3CCOCC3)ccc1-2,12,0.0,-4%,1%,13%,-2%,9,1.5,8%,-5%,i,0.0
COc1ccc(OC)c(NC(=O)CCN2CCC(C)CC2)c1,10,2.0,0%,-12%,12%,6%,9,0.5,3%,4%,i,0.5
CS(=O)(=O)N(CC(=O)NCCSc1ccc(Cl)cc1)c1ccc2c(c1)OCO2,4,/,-6%,-7%,7%,-9%,9,/,13%,-6%,i,/
CCCCC(CC)CNC(=O)c1ccc2c(c1)OCO2 (stereo not given),20,/,1%,3%,5%,-3%,4,/,10%,7%,i,/
COc1ccccc1N(CN1CCCC1=O)C(=O)c1c(F)cccc1F,2,/,-1%,-8%,0%,0%,6,/,10%,-1%,i,/
CCOC(=O)N1CCC(Nc2c(-c3ccc(C)cc3)c(=O)c2=O)CC1,16,2.0,-2%,-18%,16%,4%,9,1.5,/,4%,i,1.0

# Shown with two lines to a compound: 5 of the compounds above.
# Results follow in this order: PMK inhibit, PMK inhibit pilot replicates, Bfl-1 inhibitors, HPDE-C7 cytotoxicity, TNAP inhibition, KRASV12 cytotoxicity, Spn MK inh, Spn MK inh pilot replicates, LYP inhibition, HT1080 cytotoxicity, DPM-DC inhibit, DPM-DC inhibit pilot screen %
O=C(Cc1ccccc1)Nc1ccc(NC(=O)C2CC2)nc1
→ 14, /, 4%, 30%, 15%, 30%, 0, /, 18%, 5%, i, /
Cc1ccnc(NS(=O)(=O)c2ccc(NS(=O)(=O)c3cccs3)cc2)n1
→ 19, /, -13%, 6%, -2%, 1%, 2, /, /, -5%, i, /
CCCCC(CC)CNC(=O)c1ccc2c(c1)OCO2 (stereo not given)
→ 20, /, 1%, 3%, 5%, -3%, 4, /, 10%, 7%, i, /
c1ccc2c(c1)Cc1cc(CN3CCOCC3)ccc1-2
→ 12, 0.0, -4%, 1%, 13%, -2%, 9, 1.5, 8%, -5%, i, 0.0
CCOC(=O)N1CCC(Nc2c(-c3ccc(C)cc3)c(=O)c2=O)CC1
→ 16, 2.0, -2%, -18%, 16%, 4%, 9, 1.5, /, 4%, i, 1.0

# More entries.
SMILES,PMK inhibit,PMK inhibit pilot replicates,Bfl-1 inhibitors,HPDE-C7 cytotoxicity,TNAP inhibition,KRASV12 cytotoxicity,Spn MK inh,Spn MK inh pilot replicates,LYP inhibition,HT1080 cytotoxicity,DPM-DC inhibit,DPM-DC inhibit pilot screen %
CCOC(=O)N1CCN(S(=O)(=O)c2c(C)[nH]c(=O)[nH]c2=O)CC1,16,/,/,/,/,/,0,/,/,0%,i,/
Cc1ccc(S(=O)(=O)N2CCCN(S(=O)(=O)c3ccc(C)cc3)CC2)cc1,11,/,-4%,-8%,8%,-12%,11,/,9%,-3%,i,/
COc1cc(C2C(C#N)=C(C)NC3=C2C(=O)c2ccccc23)cc(OC)c1OC (stereo not given),3,/,-6%,76%*,13%,80%*,9,/,11%,69%*,i,/
Cc1ccc(-c2ccc(/C=N/n3cnnc3)o2)cc1Cl,7,6.0,3%,-14%,7%,0%,0,4.5,-1%,0%,i,11
CCOc1cc2[nH]c(=O)n(CC3CCC(C(=O)NC(C)CC)CC3)c(=O)c2cc1OCC (stereo not given),0,/,-6%,25%,8%,14%,2,/,0%,-3%,i,/
COc1ccc(CC(=O)N2CC(=O)N(CCc3ccccc3)C(=O)C2)cc1,17,/,-2%,-15%,11%,-14%,0,/,2%,2%,i,/
COc1ccc(-n2c(Cc3cccn3C)nnc2SCC(=O)Nc2nc(C)cs2)cc1,0,/,1%,-8%,15%,-4%,15,/,1%,-9%,i,/
O=P(O)(c1ccccc1)c1ccccc1O,9,/,-2%,-14%,19%,-6%,/,/,8%,-4%,i,/
COC(=O)Cn1cc(C(=O)OC)cc(Br)c1=O,0,/,3%,7%,7%,-2%,8,/,-7%,2%,i,/
N#CN=C1CCCCCN1CC(N)=O,7,/,-4%,-4%,8%,-5%,4,/,6%,-2%,i,/
O=S(=O)(NCCC1=CCCCC1)c1cccc(S(=O)(=O)N2CCOCC2)c1,8,/,-4%,-11%,5%,0%,/,/,0%,-15%,i,/
CC(C)CNC(=O)c1cc(-c2ccco2)on1,4,/,-4%,0%,10%,4%,6,/,-20%,10%,i,/
Cc1cc(C)cc(NS(=O)(=O)c2ccc3[nH]c(=O)[nH]c3c2)c1,11,0.0,3%,7%,24%,5%,9,0.0,6%,8%,i,4.5
CC1=C(C(=O)OC(C)C)C(c2cccnc2)C2=C(CCCC2=O)N1 (stereo not given),0,/,0%,2%,3%,-7%,7,/,7%,3%,/,/
COc1ccc(CC(=O)OCc2nnc(C3COc4ccccc4O3)o2)cc1OC (stereo not given),12,0.0,-5%,-17%,9%,3%,2,0.0,9%,2%,i,0.0
COCCn1c(C)cc(C(=O)CSc2nnc(C)s2)c1C,9,/,-1%,7%,8%,10%,7,/,3%,10%,i,/
CCn1c(SCC(=O)NCc2ccco2)nnc1-c1ccc(N)cc1,9,/,-5%,4%,9%,4%,0,/,7%,1%,i,/
CCc1ccc(NC(=O)CSc2nc3cc(C(=O)OC)ccc3c(=O)n2Cc2ccco2)cc1,20,/,-1%,-2%,8%,10%,7,/,9%,-2%,i,/
O=c1[nH]cnc2c1C1(CCCC1)Cc1ccccc1-2,0,4.0,-2%,-9%,13%,-10%,7,5.0,13%,0%,i,2.5
COc1ccccc1N1CCN(Cc2cc(Br)c(O)c3ncccc23)CC1,5,/,-2%,5%,-1%,-1%,0,/,2%,3%,i,/
O=C1c2[nH]nc(-c3ccccc3O)c2C(c2cccc(Cl)c2)N1CC1CCCO1 (stereo not given),9,/,-7%,32%,-27%,38%,8,/,11%,6%,i,/
CCc1nnc(NC(=O)CCC(=O)NCC2CCCO2)s1 (stereo not given),13,/,0%,11%,12%,-4%,7,/,9%,-15%,i,/
O=C(NCc1ccccc1F)c1cccs1,4,/,1%,-43%,10%,-19%,0,/,7%,1%,i,/
CN(C)C(=O)Cn1c(SCC(=O)NC2CCCCC2)nc2ccccc21,0,1.5,0%,3%,18%,1%,9,0.0,7%,-5%,i,0.0
CCOC(=O)C1=C(C)NC(SC(C)=O)=NC1c1ccc(OC(C)=O)c(OC)c1 (stereo not given),2,4.0,1%,45%,17%,11%,28,2.0,15%,2%,i,0.5
COC(=O)NCC(c1cccnc1)N1CCN(c2ccccc2F)CC1 (stereo not given),6,/,3%,-8%,8%,-10%,5,/,/,2%,i,/
Cc1ccc(CC(=O)Nc2nncs2)cc1,11,/,-2%,-2%,2%,-6%,0,/,8%,2%,i,/
O=C(CSCc1cnn(-c2ccccc2)c1-n1cccc1)NCC1CCCO1 (stereo not given),23,0.0,-1%,-15%,4%,-8%,0,0.0,-12%,-4%,i,0.5
O=C(CSc1nnc(CNC(=O)c2c(F)cccc2Cl)o1)NCc1ccc2c(c1)OCO2,13,/,3%,-3%,9%,1%,4,/,5%,/,i,/
COc1ccc(CN(C(=O)CN2C(=O)C(C)Oc3ccccc32)C2CCCC2)c(OC)c1 (stereo not given),13,/,-1%,3%,10%,-1%,0,/,8%,-20%,i,/
CCOC(=O)Cc1ccc(NS(=O)(=O)c2ccc(SC)cc2)cc1,6,4.0,1%,2%,23%,16%,2,0.0,-8%,-2%,i,3.0
CS(=O)(=O)N(CC(=O)NCC1CCCO1)Cc1ccc(Cl)cc1 (stereo not given),1,/,-2%,0%,12%,-1%,8,/,7%,-2%,i,/
Cc1ccc(C)c(N(CC(=O)NCCSCc2ccco2)S(C)(=O)=O)c1,0,/,-7%,/,10%,/,0,/,17%,8%,i,/
COc1ccccc1-n1cnnc1SCC(=O)c1ccc[nH]1,8,0.5,6%,-15%,4%,-10%,0,0.0,7%,10%,i,0.0
CCOC(=O)C1CCCn2c1nc1sc3c(c1c2=O)CCCC3 (stereo not given),9,0.0,-1%,-12%,10%,-9%,11,0.0,15%,10%,i,1.0
CCn1cc(C(=O)NCC2CCCO2)c(=O)c2cc(S(=O)(=O)N(C)C3CCCCC3)ccc21 (stereo not given),7,6.0,-4%,12%,14%,13%,3,4.0,0%,-6%,i,9.5
